pAkt inh – blocks phosphorylation of Akt; Neuro2A IGF-stimulated pAkt S473 HTRF, 20 min; stronger effect = lower value; activity change, % for hits at 50 µM; actives 0.32% (n = 360,000); in the data active means activity change below about -80%; inconclusive means mostly about -51% to -80%; further: on the % scale 0 is the no-effect control and ±100 the full control effect
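Neuro2A cells in DMEM with 0.5% FBS, overnight at 37 deg C, given compound at single 50 µM final, then IGF (6 nM final) for 20 min at 37 deg C. Lysed; phospho-Akt Ser473 by HTRF after 24 h, 665/615 ratio.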
TDP43 rescue – TDP-43 toxicity inhibition in yeast | AID 652104 | actives 1.8% (n = 410,000) | TDP-43 expressing yeast growth rescue, BacTiter-Glo, 24 h | Potency, µM (highest dose often 46.1 µM), inactives show at the highest dose growth rescue (activation), most hits filed as activators; further: potency means the concentration at half of the fitted maximal effect; % of control where 0% means no effect; nearly all actives have a fitted effect of over 50% in size
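Yeast cells expressing TDP-43 under galactose induction are exposed to compounds for 24 hr at 30 deg C. BacTiter-Glo luminescence measures growth, so protective compounds score as activators.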
PTHR1 ag – activates the human parathyroid hormone receptor PTHR1 | Q03431 | HEK293 GP2 PTHR1 cells, GloSensor cAMP luminescence, 1 h | Potency, µM (titrated, usually from 115 µM), without a hit: top-dose activation, actives largely listed as activators | actives 0.075% (n = 410,000); further: potency means the concentration at half of the fitted maximal effect; nearly all actives have a fitted effect of over 55% in size; some results filed as inactive show a strong effect at the top dose; inactives centre near -15; many of its hits are not listed in these tables
Target sequence (Q03431 whole entry, looked up): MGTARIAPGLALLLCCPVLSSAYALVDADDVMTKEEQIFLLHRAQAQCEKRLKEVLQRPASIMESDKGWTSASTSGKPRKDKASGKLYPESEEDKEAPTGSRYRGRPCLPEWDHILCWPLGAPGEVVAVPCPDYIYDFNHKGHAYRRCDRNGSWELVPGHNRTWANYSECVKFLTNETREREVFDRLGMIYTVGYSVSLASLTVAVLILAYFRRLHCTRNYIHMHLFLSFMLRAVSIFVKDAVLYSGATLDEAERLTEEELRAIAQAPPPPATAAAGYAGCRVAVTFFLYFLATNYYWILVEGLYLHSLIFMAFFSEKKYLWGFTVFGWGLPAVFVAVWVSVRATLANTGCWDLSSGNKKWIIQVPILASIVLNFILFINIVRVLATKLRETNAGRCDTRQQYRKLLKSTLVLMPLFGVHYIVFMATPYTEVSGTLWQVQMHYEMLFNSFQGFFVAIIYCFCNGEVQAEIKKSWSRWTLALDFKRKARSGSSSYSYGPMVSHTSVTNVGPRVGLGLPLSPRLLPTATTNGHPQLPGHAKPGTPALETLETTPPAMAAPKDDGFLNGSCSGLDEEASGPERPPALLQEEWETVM
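HEK-293-derived GP2 cells expressing PTHR1 and a GloSensor cAMP reporter, 3,000/well, plated overnight, given luciferin plus IBMX (each 0.5 mM as added) for 1 h at 37 °C, then compound for 1 h at 37 °C. Luminescence was read after 15 min at room temperature.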
HEK293 tox – cytotoxicity counter-screen for GLP-1 receptor inverse agonists; HEK293 cAMP-luciferase reporter cells, luminescence, 24 h; actives 0.13% (n = 410,000); Potency, µM (highest dose often 38.3 µM), for inactives: at the top dose activity change, negative = inhibition, actives largely listed as inhibitors;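 further: loss of luciferase light is scored as toxicity; potency means the concentration at half of the fitted maximal effect; on the % scale 0 is the no-effect control and ±100 the full control effect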
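To flag toxic compounds, the library was rerun on cells for 24 hr at 37 deg C and 5% CO2. Viability-linked luminescence was captured 12 min after adding luciferase detection reagent.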
Abeta rescue – A-beta toxicity reversal in yeast; yeast expressing A-beta42, growth rescue, OD600, 48 h; response scale: 0% DMSO, 100% iron-clioquinol control; Potency, µM (titrated, usually from 46.1 µM), for inactives: at the top dose growth rescue, most hits filed as activators; actives 0.063% (n = 410,000); AID 1347071; further: potency means the concentration at half of the fitted maximal effect; nearly all actives have a fitted effect of over 55% in size
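Growth rescue measured by 600 nm absorbance after 48 h yeast culture at 30 C with compound. Values normalized between DMSO and an equimolar ferric chloride plus clioquinol control.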
GLP1R inv ag – GLP-1 receptor (human) inverse agonism; P43220; HEK293 GLP-1R CRE-luciferase, luminescence, 24 h; GLP-1R form is constitutively active; Potency, µM (series often up to 38.3 µM), for the others: at the top dose activity change, negative = inhibition, actives largely listed as inhibitors; actives 1.6% (n = 410,000); further: potency means the concentration at half of the fitted maximal effect; on the % scale 0 is the no-effect control and ±100 the full control effect; nearly all actives have a fitted effect of over 55% in size
Target sequence (P43220 whole entry, looked up): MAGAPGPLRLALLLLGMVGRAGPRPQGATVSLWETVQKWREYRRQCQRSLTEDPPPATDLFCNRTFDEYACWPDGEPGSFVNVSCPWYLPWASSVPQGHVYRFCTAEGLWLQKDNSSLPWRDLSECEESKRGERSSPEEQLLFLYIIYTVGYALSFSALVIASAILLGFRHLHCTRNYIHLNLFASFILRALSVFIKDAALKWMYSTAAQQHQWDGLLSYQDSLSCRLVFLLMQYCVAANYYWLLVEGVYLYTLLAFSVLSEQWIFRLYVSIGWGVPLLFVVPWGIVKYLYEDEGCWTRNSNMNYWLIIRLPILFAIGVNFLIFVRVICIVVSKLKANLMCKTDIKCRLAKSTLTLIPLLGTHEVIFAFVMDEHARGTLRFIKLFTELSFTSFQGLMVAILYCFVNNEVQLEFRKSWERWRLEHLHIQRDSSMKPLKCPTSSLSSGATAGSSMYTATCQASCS
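HEK293 cells stably co-expressing a cAMP-responsive luciferase reporter and constitutively active GLP-1R were seeded, incubated 12 h, then exposed to compounds for 24 h at 37 C. Luminescence was read 12 min after detection reagent; inverse agonists lower signal.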
Mm-Cpn inhibitor – M. maripaludis TRiC chaperonin inhibition | purified Mm-Cpn ATPase, ADP Transcreener TR-FRET | AID 504842 | Potency, µM (series often up to 76.9 µM), inactives show at the highest dose activity, negative = inhibition, most hits filed as inhibitors | actives 0.031% (n = 330,000); further: potency means the concentration at half of the fitted maximal effect; on the % scale 0 is the no-effect control and ±100 the full control effect; nearly all actives have a fitted effect of over 80% in size
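Purified archaeal Mm-CPN (25nM final) preincubated 10 min at 37degC with compound, then 10uM ATP for 30 min at 37degC; ADP measured by HTRF Transcreener TR-FRET; buffer 30 mM TRIS pH 7.4, 100mM KCl, 5mM MgCl2, 1mM DTT.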
aSyn yeast inh – alpha-synuclein toxicity inhibition in yeast. Yeast expressing alpha-synuclein, growth rescue, BacTiter-Glo, 24 h. Potency, µM (series often up to 46.1 µM), inactives show top-dose growth rescue (activation), usual class: activators. actives 0.14% (n = 370,000). AID 652106; further: potency means the concentration at half of the fitted maximal effect; % of control where 0% means no effect; nearly all actives have a fitted effect of over 65% in size
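Screening used galactose-induced yeast with toxic alpha-synuclein levels, exposed to compound for 24 hr at 30 deg C. Cell growth, read with BacTiter-Glo luminescence, gave the measured signal.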
FUS yeast rescue – rescues growth of FUS-expressing yeast | S. cerevisiae FUS-expressing, growth rescue, OD600, 24 h | Potency, µM (highest dose often 76.6 µM), inactives show at the highest dose growth rescue (activation), hits mostly activators | actives 0.24% (n = 390,000);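 further: potency means the concentration at half of the fitted maximal effect; plate controls were DMSO vehicle for no effect and reference control for full effect; nearly all actives have a fitted effect of over 55% in size; some results filed as inactive show a strong effect at the top dose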
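S. cerevisiae expressing FUS from galactose induction served as the toxicity model. Growth after 24hr at 30C, read as absorbance at 600 nm, indicates suppression of toxicity; compounds dosed at several concentrations.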
Starred values were filed as active, the others as inactive; i = inactive; ? = inconclusive; · = not tested or not shown; & = joins results of further samples; [ ] = dose if it differs, or a comment. Unless noted, the call rests on the fitted dose curve; in most records, active means well fitted curve in the direction sought with a large enough effect; inconclusive means small, poorly fitted or top-dose-only effect, or another doubt; inactive means no such curve, though single readings can be large; an effect the other way counts as inactive or inconclusive. An excerpt; rates above refer to the full screens.

SMILES	pAkt inh	TDP43 rescue	PTHR1 ag	HEK293 tox	Abeta rescue	GLP1R inv ag	Mm-Cpn inhibitor	aSyn yeast inh	FUS yeast rescue
Cc1ccc(NC(=O)CN(C)C(=O)C2CC(=O)N(Cc3ccccc3)C2)cc1 (configuration not stated)	i	0.3%	i	-2.4%	7.1%	0.4%	-3.1%	-2.3%	11.2%
COCCCNC(=O)CN(CCc1ccccc1)S(=O)(=O)c1ccc(OC)cc1	i	9.7%	-20.8%	-1.3%	-2.2%	-14.8%	?	0.9%	3.6%
O=C(CCn1cccc1)NCc1ccc2c(c1)OCO2	·	4.2%	-4.4%[57.5 µM]	17.5%	-0.2%	-23.3%	1.5%	-2.3%	-1.8%
O=C(O)CSc1nnc(COc2cccc3cccnc23)n1-c1ccc(Cl)cc1	i	4.6%[9.22 µM]	i	-3.1%[7.66 µM]	-0.8%	-2.7%[7.66 µM]	-1.8%	-3.7%	24.6%
Cc1ccc(-c2nc(CS(=O)(=O)CC(=O)NCCCN3CCOCC3)c(C)o2)cc1	i	0.8%	i	-7.1%	1.0%	?	-0.5%	5.6%	-3.7%
CCOC(=O)C(Cc1ccccc1)NC(=O)CNC(=O)CNC(=O)OCc1ccccc1 (configuration not stated)	i	-18.5%	i	6.2%	-11.1%	2.1%	-1.6%	-8.0%	30.8%
COc1cc(CNCc2ccccn2)ccc1OCc1ccc(Cl)cc1Cl	i	-5.7%	-4.0%[57.5 µM]	-12.7%	-9.4%	?	1.1%	2.6%	45.9%
CCc1nc2ccc(C(=O)NCc3ccccc3OC)cn2c1N(CC)CCOC	i	22.0%	i	-1.1%	-0.2%	-9.7%	·	-5.8%	-21.2%
O=C(Cc1ccc(Br)cc1)Nc1ccccc1Sc1ccccc1	·	-16.8%	i	-0.9%	15.9%	10µM*	-3.2%	11.3%	18.1%
CC(C)CN(CCCNC(=O)c1cc(=O)[nH]c2ccc(S(=O)(=O)N3CCCCCC3)cc12)CC(C)C	·	5.4%	i	3.8%	-2.0%	4.9%	·	·	-17.4%
Cn1cc(C(=O)N/N=C/C=C/c2ccccc2)ccc1=O	i	3.1%	i	1.1%	3.5%	24.5%	-2.5%	2.8%	·
COc1cccc(C2c3[nH]c4ccccc4c3C[C@H]3C(=O)N(c4ccccc4C(=O)N4CCCC4C(=O)O)C(=O)N23)c1 (some centres not stated)	i	15.3%	i	-0.3%	4.2%	4.5%	-5.8%	-0.7%	?
CCOC(=O)CNC(=O)C(Cc1ccccc1)NS(=O)(=O)c1ccc2c(c1)CCC(=O)N2 (configuration not stated)	i	-13.5%	i	-6.7%	16.2%	0.0%	·	-2.7%	6.5%
Cc1ccc(-c2cc(C(=O)NCc3ccco3)c3ccccc3n2)s1	i	25.3%	-13.8%	48.8%[activator]	-8.5%	?	-5.2%	4.4%	-1.8%
CCOc1cc2[nH]c(=O)n(CCCCC(=O)N3CCN(c4ccccc4)CC3)c(=O)c2cc1OCC	·	6.6%[9.22 µM]	i	2.6%	24.0%	11.2%	·	·	-7.1%
CCOC(=O)CSc1nnc2n1C(C)(C)Cc1ccccc1-2	i	0.0%	-1.7%[57.5 µM]	3.3%	15.1%	2.3%	0.6%	-3.9%	5.7%
COc1ccc(NC(=O)C(=O)NCCN2CCN(C(=O)c3ccc(C(C)(C)C)cc3)CC2)cc1	i	10.3%	-26.9%	-28.2%	5.9%	10.5%	1.0%	-1.1%	-11.1%
COC(=O)Nc1ccc(Cn2cc(C(F)(F)F)ccc2=O)cc1	i	-24.3%	25.2%	-4.0%	-4.8%	18.3%	-5.5%	1.0%	18.8%
CC(=O)c1ccc(C(=O)N2CCC(n3nccc3NC(=O)C3CC3)CC2)cc1	i	3.2%	-16.5%	8.2%	2.0%	-10.0%	2.3%	3.3%	·
COc1ccc(CCNC(=O)CCCn2ncn3c(cc4occc43)c2=O)c(OC)c1	i	7.4%	-5.0%	-0.8%	1.0%	-24.0%	-4.7%	2.4%	3.0%
Cc1ccc(CN2CCN(CC(=O)NCc3ccccc3)CC2)cc1	i	-4.0%	-13.6%	9.4%	4.8%	6.2%	-0.4%	1.4%	10.1%
Cc1cccc(C(=O)O/N=C/c2ccc(Br)cc2)c1	i	?	i	8.7%	-15.1%	5.0%	0.8%	-25.4%	10.1%
CCn1c(=O)n(CC(=O)Nc2cc(OC)c(OC)c(OC)c2)c(=O)c2ccccc21	i	-9.7%	i	3.8%	-1.7%	-13.2%	-0.5%	-0.2%	21.2%
O=C(CC1CCCC1)NNC(=O)c1ccc(Br)cc1	i	-9.0%	i	1.2%	3.2%	1.1%	-2.8%	12.1%	2.2%
C[C@H](CO)N1C[C@H](C)[C@@H](CN(C)S(=O)(=O)c2ccc3c(c2)OCCCO3)OCc2cnnn2CCCC1=O	i	24.9%	-15.2%	-9.2%	2.0%	14.1%	·	1.7%	9.4%
N#C/C(C(=O)N1CCCC1)=C1/N=C(N)c2ccccc21	i	0.1%	-18.5%	19.2%	8.6%	13.3%	-1.0%	-1.8%	·
Cc1ccc(N(CC(=O)NC2CCCCC2)C(=O)Cn2nnc(-c3ccc(C)o3)n2)cc1	i	-4.5%[9.22 µM]	-4.1%	0.5%	-5.9%	-14.7%	-0.9%	2.3%	16.1%
COc1cccc(N2C(=O)CC(NNC(=O)c3cccs3)C2=O)c1 (configuration not stated)	i	-15.4%	-9.9%	-4.0%	-17.5%	3.3%	-1.4%	0.8%	35.8%
C=CCN=C1N[C@@H](c2cccc(C(F)(F)F)c2)C(C(=O)OC)=C(C)N1CC	i	9.2%	-3.3%	7.0%	-1.7%	15.2%	-2.4%&1.1%	-2.8%	-20.9%
NC1=NC(=O)/C(=C\c2cc([N+](=O)[O-])ccc2Cl)S1	i	-1.5%	-18.9%	-10.9%	-10.8%	13.9%	-0.8%	-0.5%	-5.9%
Cc1csc(NC(=O)c2ccncc2)n1	i	-5.7%	i	0.9%	-7.7%	58.9%[activator]	-2.0%	-4.0%	26.0%
COCCCN(C(=O)Cc1csc(-c2cccc(Cl)c2)n1)c1c(N)n(Cc2ccccc2)c(=O)[nH]c1=O	i	-21.6%	-26.7%	-2.3%	-19.3%	4.1%	-3.6%	-3.3%	21.6%
Cc1cccc(OCC(=O)Nc2nnc(S(=O)(=O)N3CCC(C)CC3)s2)c1	i	18.6%	-26.6%	1.7%	2.7%	2.5%	-1.4%	1.9%	-13.7%
Cc1ccc(N(C)C(=O)C2CCN(S(=O)(=O)c3c(C)noc3/C=C/c3c(C)cc(C)cc3C)CC2)cc1	·	25.1%	-12.2%	1.8%	-8.7%	?	·	·	-6.5%
Cc1nnc(-c2cccc(C(F)(F)F)c2)nc1N1CCOCC1	i	?	-15.7%	-3.2%	-16.2%	10.1%	3.8%	-8.0%	4.0%
CC1=C(C(=O)N(C)C)CC(CC(=O)NC2CCCC2)C(=O)N1CCC1=CCCCC1 (configuration not stated)	i	0.0%	-19.4%	-1.6%	6.1%	12.2%	·	0.0%	-8.0%
COc1ccc(NC(=O)c2cc(-c3ccccn3)nc3ccccc23)cc1S(=O)(=O)N(C)C	i	9.0%	-18.2%	?	0.2%	?	-0.2%	1.7%	·
CC1CCCCN1C(=O)CN(C)S(=O)(=O)c1cccc2nsnc12 (configuration not stated)	i	-6.3%	i	9.5%	-3.2%	0.1%	0.3%	-10.4%	-21.1%
Cc1cccnc1NC(=S)Nc1ccc(Cl)c(Cl)c1	i	2.0%	i	?	4.4%	?	0.9%	-7.5%	-10.5%
CCOc1cc(C2C(C#N)=C(N)Oc3n[nH]c(-c4ccccc4)c32)ccc1O (configuration not stated)	i	-11.6%	i	?	-5.2%	18.0%	-4.2%	-0.9%	6.5%
O=C(O)c1cccnc1SCc1cn2cc(Br)ccc2n1	i	6.1%	i	-3.5%	-1.7%	-0.1%	-1.8%	-1.8%	?
C[N+]1(CCCCCCC(=O)/C=N/O)CCCCCC1	i	8.6%	-21.5%[57.5 µM]	4.3%	-5.5%	5.3%	-1.2%	0.4%	24.3%
CC(=O)C1=C(O)C(=O)N(Cc2ccccc2)C1c1ccc(F)cc1 (configuration not stated)	i	-8.3%	-11.9%	0.2%	-13.1%	-11.8%	-3.6%	-3.0%	9.7%
Cc1cccc(C)c1NC(=O)CN(C)C(=O)CSC(=S)N1CCCC1	i	16.7%	i	4.8%	2.5%	-21.1%	3.0%	5.3%	4.9%
Cc1ccc(S(=O)(=O)NC(CC(=O)N2CCOCC2)c2ccco2)cc1 (configuration not stated)	i	10.1%	i	-10.0%	16.0%	-4.3%	0.3%	1.6%	1.7%
Cc1ccc(-c2nc(SC(C)C(=O)c3c(N)n(C)c(=O)n(C)c3=O)n[nH]2)cc1 (configuration not stated)	i	8.5%	-8.4%	-12.7%	2.1%	-2.3%	0.5%	0.9%	5.7%
O=C(Nc1cccnc1)c1cccc(S(=O)(=O)N2CCCC2)c1	i	·	-0.5%	-19.2%	10.7%	-17.2%	2.2%	-0.2%	12.4%
COc1ccc(C2CC(=O)c3cc(-c4nc(-c5cccc([N+](=O)[O-])c5)cs4)c(=O)n(-c4ccc(C)c(C)c4)c3C2)cc1 (configuration not stated)	·	-8.5%	i	0.8%	-12.0%	-2.5%	·	·	3.4%
NC(=O)C1CCN(C(=O)CCc2nc3ccccc3c(=O)[nH]2)CC1	i	-6.5%	-3.1%[57.5 µM]	-3.1%	-20.2%	3.2%	-0.9%	0.3%	37.1%

From PubChem BioAssay
